TDP43 rescue: qHTS of TDP-43 Inhibitors; TDP-43 expressing yeast growth rescue, BacTiter-Glo, 24 h; Potency, µM (titrated, usually from 46.1 µM), without a hit: top-dose growth rescue (activation), hits mostly activators; actives 1.8% (n = 410,000); AID 652104, 2013; note: potency is the fitted concentration of half-maximal effect; % of control where 0% means no effect; nearly all actives have a fitted effect of over 50% in size
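Cell-based yeast growth screen: TDP-43 expression induced in galactose, inoculum OD600=0.02 after raffinose pregrowth to mid-log. Read-out BacTiter-Glo luminescence at 24 hr, 30 deg C; inhibition of toxicity seen as signal increase.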
pAkt inh: HTS Assay for Inhibitors of Akt Phophorylation: Primary Screen | actives 0.32% (n = 360,000) | activity change, % for hits at 50 µM | Neuro2A IGF-stimulated pAkt S473 HTRF, 20 min; stronger effect = lower value; in the data active = activity change below about -80%; inconclusive = mostly about -51% to -80%; note: % is set by controls: 0 for no effect and ±100 for the full control effect
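Neuro2A cells in DMEM with 0.5% FBS, overnight at 37 deg C, given compound at single 50 µM final, then IGF (6 nM final) for 20 min at 37 deg C. Lysed; phospho-Akt Ser473 by HTRF after 24 h, 665/615 ratio.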
Abeta yeast res: qHTS for compounds that reverse cellular toxicity of Amyloid beta (A-beta) peptide in yeast: Primary Screen | yeast expressing A-beta42, growth rescue, OD600, 48 h; response scale: 0% DMSO, 100% iron-clioquinol control | Potency, µM (doses to about 46.1 µM), without a hit: top-dose growth rescue, usual class: activators | actives 0.063% (n = 410,000) | AID 1347071, 2019; note: potency is the fitted concentration of half-maximal effect; nearly all actives have a fitted effect of over 55% in size
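Growth rescue measured by 600 nm absorbance after 48 h yeast culture at 30 C with compound. Values normalized between DMSO and an equimolar ferric chloride plus clioquinol control.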
PTHR1 ag: qHTS for PTHR1 Agonists: Primary Screen; Potency, µM (highest dose often 115 µM), inactives show top-dose activation, most hits filed as activators; HEK293 GP2 PTHR1 cells, GloSensor cAMP luminescence, 1 h; actives 0.075% (n = 410,000); Parathyroid hormone/parathyroid hormone-related peptide receptor (Homo sapiens), Q03431; AID 743266, 2014; note: potency is the fitted concentration of half-maximal effect; nearly all actives have a fitted effect of over 55% in size; some results filed as inactive show a strong effect at the top dose; inactives centre near -15; many of its hits are not listed in these tables
Target sequence (Q03431 whole entry, looked up): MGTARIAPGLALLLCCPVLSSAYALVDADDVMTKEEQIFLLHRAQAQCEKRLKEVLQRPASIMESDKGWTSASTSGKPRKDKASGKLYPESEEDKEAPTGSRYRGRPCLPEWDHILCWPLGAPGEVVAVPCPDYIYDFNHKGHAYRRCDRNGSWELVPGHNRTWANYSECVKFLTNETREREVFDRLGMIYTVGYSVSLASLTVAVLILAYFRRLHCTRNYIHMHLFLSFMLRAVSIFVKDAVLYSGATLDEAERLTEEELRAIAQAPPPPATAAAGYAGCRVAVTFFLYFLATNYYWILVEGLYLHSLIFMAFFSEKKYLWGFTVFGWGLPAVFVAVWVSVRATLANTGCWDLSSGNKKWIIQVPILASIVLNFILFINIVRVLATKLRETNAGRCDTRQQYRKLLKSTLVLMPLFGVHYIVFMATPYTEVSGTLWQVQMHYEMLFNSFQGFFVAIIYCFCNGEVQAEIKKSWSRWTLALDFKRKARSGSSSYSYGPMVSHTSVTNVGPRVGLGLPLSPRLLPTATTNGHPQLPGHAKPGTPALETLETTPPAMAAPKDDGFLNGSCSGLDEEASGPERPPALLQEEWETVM
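HEK-293-derived GP2 cells expressing PTHR1 and a GloSensor cAMP reporter, 3,000/well, plated overnight, given luciferin plus IBMX (each 0.5 mM as added) for 1 h at 37 °C, then compound for 1 h at 37 °C. Luminescence was read after 15 min at room temperature.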
aSyn rescue: qHTS of alpha-syn Inhibitors. AID 652106, 2013. Yeast expressing alpha-synuclein, growth rescue, BacTiter-Glo, 24 h. actives 0.14% (n = 370,000). Potency, µM (doses to about 46.1 µM), without a hit: at the highest dose growth rescue (activation), most hits filed as activators; note: potency is the fitted concentration of half-maximal effect; % of control where 0% means no effect; nearly all actives have a fitted effect of over 65% in size
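Readout is rescue of growth in alpha-synuclein-expressing yeast, so inhibitors of toxicity appear as activators. Growth after 24 hr at 30 deg C in galactose medium is quantified by luminescence.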
GLP1R cytotox: qHTS of GLP-1 Receptor Inverse Agonists: Cytotox Screen; HEK293 cAMP-luciferase reporter cells, luminescence, 24 h; Potency, µM (series often up to 38.3 µM), inactives show at the highest dose activity change, negative = inhibition, actives largely listed as inhibitors; actives 0.13% (n = 410,000); AID 624418, 2012;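 note: loss of luciferase light is scored as toxicity; potency is the fitted concentration of half-maximal effect; % is set by controls: 0 for no effect and ±100 for the full control effect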
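Quantitative HTS format, 1536 wells, 200 cells/uL seeded. Compounds: 23 nL, 24 h, 37 °C. Detection: luciferase reagent, luminescence at 12 min RT; decreased signal taken as cytotoxic.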
FUS suppressor: qHTS for Suppressors of FUS Proteinopathy: Primary screen using FUS-linked yeast assay | actives 0.24% (n = 390,000) | AID 1347120, 2019 | Potency, µM (series often up to 76.6 µM), for inactives: at the highest dose growth rescue (activation), actives largely listed as activators | S. cerevisiae FUS-expressing, growth rescue, OD600, 24 h;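 note: potency is the fitted concentration of half-maximal effect; plate controls were DMSO vehicle for no effect and reference control for full effect; nearly all actives have a fitted effect of over 55% in size; some results filed as inactive show a strong effect at the top dose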
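Steps: raffinose overnight preculture; dilution to OD 0.005 in 2% galactose minimal medium; compound addition (concentration series); 24hr at 30C, 99% humidity; absorbance read at 600 nm.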
GLP1R inv ag: qHTS of GLP-1 Receptor Inverse Agonists (Inhibition Mode); Glucagon-like peptide 1 receptor (Homo sapiens), P43220; HEK293 GLP-1R CRE-luciferase, luminescence, 24 h; GLP-1R form is constitutively active; Potency, µM (doses to about 38.3 µM), inactives show top-dose activity change, negative = inhibition, most hits filed as inhibitors; actives 1.6% (n = 410,000); AID 624417, 2012; note: potency is the fitted concentration of half-maximal effect; % is set by controls: 0 for no effect and ±100 for the full control effect; nearly all actives have a fitted effect of over 55% in size
Target sequence (P43220 whole entry, looked up): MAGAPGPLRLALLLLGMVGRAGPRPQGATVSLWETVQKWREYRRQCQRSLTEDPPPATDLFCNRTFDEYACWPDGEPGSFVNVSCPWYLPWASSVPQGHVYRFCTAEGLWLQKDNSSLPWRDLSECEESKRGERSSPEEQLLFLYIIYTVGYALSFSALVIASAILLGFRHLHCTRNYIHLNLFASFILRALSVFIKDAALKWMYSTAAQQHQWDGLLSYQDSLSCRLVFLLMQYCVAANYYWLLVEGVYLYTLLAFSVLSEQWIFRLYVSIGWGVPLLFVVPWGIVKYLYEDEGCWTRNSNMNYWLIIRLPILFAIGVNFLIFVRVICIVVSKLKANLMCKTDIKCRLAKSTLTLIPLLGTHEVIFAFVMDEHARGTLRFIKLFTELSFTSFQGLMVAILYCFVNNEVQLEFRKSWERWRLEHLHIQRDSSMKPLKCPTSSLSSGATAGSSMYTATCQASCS
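Luminescence readout: a drop in cAMP-driven luciferase signal flags inverse agonism at a constitutively active GLP-1R stably expressed in HEK293. Compound exposure lasted 24 hr at 37 deg C, 5% CO2.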
MmCpn inh: Inhibitors of TCP-1 ring complex (TRiC) of Methanococcus maripaludis (MmCpn): qHTS; purified Mm-Cpn ATPase, ADP Transcreener TR-FRET; Potency, µM (series often up to 76.9 µM), without a hit: top-dose activity, negative = inhibition, actives largely listed as inhibitors; actives 0.031% (n = 330,000); AID 504842, 2011; note: potency is the fitted concentration of half-maximal effect; % is set by controls: 0 for no effect and ±100 for the full control effect; nearly all actives have a fitted effect of over 80% in size
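ATPase read-out: TR-FRET ADP immunoassay (anti-ADP Eu cryptate vs ADP-d2), ex 320 nm, em 590/665 nm; signal drops as ADP forms. Enzyme 25 nM, ATP 10 uM, 30 min at 37°C after 10 min compound preincubation.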
* = called active by the depositor; i = inactive; ? = inconclusive; . = no result given; & = joins results of further samples; [ ] = remark or other dose. Unless noted, calls come from the whole dose curve; as a rule, active = well fitted curve in the direction sought with a large enough effect; inconclusive = small, poorly fitted or top-dose-only effect, or another doubt; inactive = no such curve, though single readings can be large; an effect the other way counts as inactive or inconclusive. An excerpt; rates above refer to the full screens.

SMILES	TDP43 rescue	pAkt inh	Abeta yeast res	PTHR1 ag	aSyn rescue	GLP1R cytotox	FUS suppressor	GLP1R inv ag	MmCpn inh
CC12CN3CCN(CC(C3)/C1=N\NC(=O)c1ccccc1N)C2	-5%	i	1%	i	-2%	2%	-20%	8%	1%
COc1cc(-c2nnc(SCC(=O)/C(C#N)=C(\C)N)o2)cc(OC)c1OC	11%	i	?	i	1%	13%	.	9%	1%
CCOc1cc(C)c(Cl)cc1S(=O)(=O)n1cnc2ccccc21	23%	i	?	-22%[57.5 µM]	-7%	-15%	9%	-23%	0%
CCc1nc2ccc(C(=O)N3CCN(C(C)=O)CC3)cn2c1N(C=O)Cc1ccc(OC)cc1	7%	i	-11%	-23%	-5%	2%	-19%	16%	.
Cc1cc(Oc2ccccc2F)nc(NCc2ccccc2)n1	?	i	?	i	1%	-5%	3%	?	-2%
Cc1nc2c3cccnc3nn2c(C)c1CCC(=O)NCc1ccccc1Cl	4%	.	-1%	i	.	-4%	2%	4%	.
CNC(=O)CSc1nnc(-c2cc(C)cc(C)c2)o1	-9%	.	-6%	-4%[57.5 µM]	0%	-15%	16%	-12%	-2%
Cc1ccc(CSc2nc3c(c(=O)[nH]2)C(c2cccc(F)c2F)CC(=O)N3)cc1 (stereo not drawn)	7%[9.22 µM]	.	-10%	-1%	.	20%	-1%	27%	.
CCc1ccc(CNC(=O)Cc2c(C(=O)O)c(C)cn2C)cc1	10%	.	0%	-13%	.	-2%	37%	13%	.
O=C(/C=C/c1ccc(Cl)cc1)N1CCN(c2ccccc2[N+](=O)[O-])CC1	?	i	-37%	-2%	-2%	-6%	24%	?	0%
COc1ccc(/C=C/C(=O)Oc2cccc(/C=N/NC(=O)Cc3ccc(Br)cc3)c2)cc1	8%	i	4%	-8%	0%	2%	-25%	22%	0%
Cc1ccc(S(=O)(=O)Cn2nnnc2C(CC(C)C)N2CCN(C(=O)c3ccco3)CC2)cc1 (stereo not drawn)	11%	i	23%	i	7%	-9%	41%	-19%	2%
CC(C)C(C(=O)Nc1cccnc1)N1C(=O)c2ccccc2C1=O (stereo not drawn)	-3%	i	-5%	i	-4%	-14%	-4%	2%	1%
CSc1ncccc1C(=O)OCC(=O)NC(=O)NCCC(C)C	20%	i	12%	-5%[57.5 µM]	2%	2%	13%	4%	-4%
COc1ccc(S(=O)(=O)NCCCn2ccnc2)cc1C(C)(C)C	4%	i	9%	i	1%	0%	4%	34%[activator]	-1%
O=C(NCc1cccnc1)C1CCN(S(=O)(=O)c2cccs2)CC1	-10%	i	4%	-6%[57.5 µM]	0%	1%	6%	-2%	2%
NS(=O)(=O)c1ccc(CCNC(=O)Cc2cccs2)cc1	0%	i	-5%	-15%	3%	-18%	-18%	13%	0%
Cc1cc(C)c(C(=O)Nc2ccc(C)c(C)c2)c(CC(C)(C)C(=O)O)c1	-34%[inhibitor]	i	1%	5%	-10%	1%	6%	6%	6%
COc1ccc(CNC(=O)CN(C(=O)CCC(=O)Nc2ccccn2)c2ccccc2OC)cc1	-5%	i	16%	i	0%	18%	-19%	-6%	1%
Cc1ccc(N2CC(C(=O)NCCS(=O)(=O)N3CCN(c4ccccc4)CC3)CC2=O)cc1C (stereo not drawn)	4%&12%	i	5%&-2%	i	0%	-1%&0%	7%&-2%	4%&2%	-3%
COc1ccc(N2CCN(C(=O)c3cccc(-n4c(C)nc5cccnc54)c3)CC2)cc1	19%	.	-4%	-27%	.	-4%	26%	4%	.
Cc1ccc(NC(=O)c2ccccn2)cc1S(=O)(=O)N1CCOCC1	2%	i	15%	3%	-3%	-8%[0.307 µM]	29%	-4%[0.307 µM]	?
COc1ccc(OCCC(=O)Nc2ccccc2)cc1	?	i	-2%	i	6%	-4%	5%	4%	-1%
O=C(C1CCCO1)N(Cc1ccccc1)c1ccccc1 (stereo not drawn)	-25%	i	1%	i	1%	-2%	21%	0%	2%
COc1ccccc1-c1c(C)nn2c(-c3ccccc3)cc(C)nc12	14%	i	-1%	-84%[inhibitor]	-3%	29%	42%	?	-2%
O=C(Nc1cccc(C(F)(F)F)c1)c1ccc(-n2cncn2)nc1	16%	i	16%	-12%	0%	-18%	10%	?	1%
COc1ccc(S(=O)(=O)NC(C(=O)NCCc2ccccn2)C(C)C)cc1 (stereo not drawn)	2%	i	17%	i	4%	1%[0.307 µM]	-2%	2%[0.307 µM]	2%
Cc1nc(NCCc2ccc(S(N)(=O)=O)cc2)c2c3c(sc2n1)CCC3	-5%	i	2%	i	-1%	-9%	12%	1%	-1%
Cc1cc(C(=O)N2CCC2(C)C(=O)O)nn1C(C)(C)C (stereo not drawn)	11%	i	4%	i	6%	6%	-13%	12%	.
CC(C)NC(=O)C1(C)CN(S(C)(=O)=O)CC(=O)N1Cc1cccs1 (stereo not drawn)	-18%	i	-5%	16%	5%	15%	-1%	11%	.

Complete entries, quoted from the list.
Cc1cc(C(=O)N2CCC2(C)C(=O)O)nn1C(C)(C)C (stereo not drawn) across the screens: TDP43 rescue: 11%; pAkt inh: i; Abeta yeast res: 4%; PTHR1 ag: i; aSyn rescue: 6%; GLP1R cytotox: 6%; FUS suppressor: -13%; GLP1R inv ag: 12%; MmCpn inh: .
COc1ccc(N2CCN(C(=O)c3cccc(-n4c(C)nc5cccnc54)c3)CC2)cc1 across the screens: TDP43 rescue: 19%; pAkt inh: .; Abeta yeast res: -4%; PTHR1 ag: -27%; aSyn rescue: .; GLP1R cytotox: -4%; FUS suppressor: 26%; GLP1R inv ag: 4%; MmCpn inh: .

(continued)
SMILES	TDP43 rescue	pAkt inh	Abeta yeast res	PTHR1 ag	aSyn rescue	GLP1R cytotox	FUS suppressor	GLP1R inv ag	MmCpn inh
Cc1cc(C)c(N2C(=O)CC(Sc3ccccc3N)C2=O)c(C)c1 (stereo not drawn)	20%	i	8%	-54%[inhibitor]	?	?	?	?	.
CCOC(=O)c1c(NC(=O)c2cc(=O)c3ccc(C)cc3o2)sc(C)c1C	-5%	.	-12%	i	.	2%	-20%	10%	.
CCNC(=O)NC(=O)C(C)OC(=O)Cc1coc2cc3c(cc12)CCC3 (stereo not drawn)	-3%	i	7%	i	0%	6%	-3%	-23%	-6%
CSc1nccc(N/N=C/c2ccccc2)n1	-17%	i	-2%	-87%[inhibitor]	-4%	16%	24%	33%	0%
CCC(C)CN1C(=O)CN(S(C)(=O)=O)CC1(C)C(=O)Nc1c(C)cccc1C (stereo not drawn)	11%	i	-7%	-24%	2%	2%	-2%	4%	.
CC1=C(C(=O)OCC(C)C)C2(O)C(=O)c3ccccc3C2(O)N1 (stereo not drawn)	-3%	i	11%	i	1%	8%	.	3%	-5%
Cc1ccccc1-n1ccnc1SCC(=O)NCc1ccco1	12%	i	12%	i	-2%	20%[7.66 µM]	3%	1%[7.66 µM]	3%
COc1ccc(C2C(C(=O)N3CCN(c4ccccn4)CC3)CCC(=O)N2c2ccc(OC)cc2)cc1 (stereo not drawn)	-15%	i	-8%	1%	-2%	-6%	5%	4%	?
CC(C)c1nc2c([nH]1)c(=O)n(C)c(=O)n2C	1%	i	6%	i	0%	2%	-26%	20%	1%
CN1CCN(C2CN(Cc3cn(Cc4ccc(F)cc4)nn3)S(=O)(=O)C2)CC1 (stereo not drawn)	11%	i	-12%	-17%	6%	-1%	-13%	23%	.
CN1CCN(C(=O)COCc2cc(-c3ccc4c(c3)OCO4)on2)CC1	-10%	i	4%	8%	-3%	-6%	16%	-16%	-1%
CN(C(=O)c1cccc(NC(=O)Cc2ccc(NC(=O)C3CCCN(C(=O)C4CCCC4)C3)cc2)c1)C1CCCCC1 (stereo not drawn)	30%	i	10%	-15%	-3%	-1%	?	-13%	.
CC1(CC(=O)N/N=C/c2cc3c(cc2Br)OCO3)OCCO1	4%[9.22 µM]	i	7%	-14%	1%	2%[7.66 µM]	-1%	-11%[7.66 µM]	-1%
Cc1cc(C(=O)N/N=C/c2ccccc2)c(C)o1	-2%[1.82 µM]	i	6%	-12%	2%	1%	28%	-6%	2%
Cc1ccccc1NC(=S)Nc1cccc2cnccc12	11%	i	9%	-11%	-1%	5%	16%	10%	-4%
Cc1cc(C)cc(N2CC(O)=C(c3nc4ccccc4c(=O)[nH]3)C2=N)c1	-5%	i	0%	0%	1%	-19%	-3%	-2%	0%
O=C(N/N=C\c1cc(Cl)ccc1O)c1ccc(S(=O)(=O)N2CCCCC2)cc1	9%	i	-15%	i	-2%	3%	7%	?	1%
CCC1CCCCN1CCCNC(=O)CC1Oc2ccccc2NC1=O (stereo not drawn)	-18%	i	-13%	10%	7%	1%	-4%	-17%	1%
CN(C)c1ccc(/C=N/Nc2ccc(-n3ccnc3)nn2)cc1	-11%	i	-3%	-3%	-7%	-7%	-9%	10%	-1%
O=C1c2ccccc2C(=O)N1CCCCSc1nnnn1-c1ccccc1	?	i	-8%	-12%[57.5 µM]	10%	-1%	5%	-23%	2%
COc1cc2nc3occc3c(OC)c2cc1OC	?	i	20%	i	?	-9%	-11%	104%[activator]	-2%
Cc1nc(-c2ccc(F)cc2)c(CC(=O)N2CCN(S(=O)(=O)c3cccc(Cl)c3)CC2)s1	0%	i	16%	-23%	4%	-10%	17%	?	1%

Source: PubChem
